rCAG binder: r(CAG) repeat RNA binding. TO-PRO-1 dye displacement fluorescence. inhibition, % at 3 µM. hit rate 1.3% among 370,000. AID 651821;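 active = inhibition above the plate cutoff, the mean of all test compounds on that plate plus 3 SD, cut at about 35% in these data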;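 also: 0% = DMSO alone and 100% = 100 µM mitoxantrone as full dye displacement; higher means more dye released from RNA so lower well fluorescence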
HGIII-sPLA2 inh: Blocks human group III sPLA2 activity | inhibition, % at 12.2 µM | AID 743126 | QFRET BODIPY PC-A2 liposome hydrolysis, fluorescence | hit rate 0.56% among 370,000;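 active = inhibition above mean plus 3 SD of compounds lying within the high and low control bounds, cut at about 19% in these data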;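 also: 0% = median of test compound wells and 100% = no enzyme DMSO wells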
ARFGAP1 inhibitor: inhibitors of rat ARFGAP1. Arfgap1-stimulated ARF1 GTP hydrolysis, GDP FP detection. inhibition, % at 16.5 µM. hit rate 0.26% among 360,000. AID 651572;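 active = inhibition above a per-plate limit, mean inhibition of low control wells plus 3 SD, cut at about 25% in these data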;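 also: 0% = DMSO wells with enzyme and 100% = wells lacking Arfgap1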
Target sequence (Q62848 1-136 limits assumed): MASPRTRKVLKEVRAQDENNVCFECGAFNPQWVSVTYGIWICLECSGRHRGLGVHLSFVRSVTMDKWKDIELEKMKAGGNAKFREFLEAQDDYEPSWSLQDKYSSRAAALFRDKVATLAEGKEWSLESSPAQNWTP
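Assay system: Rat Arfgap1 GAP domain (His6, aa 1-136), purified enzyme | Buffer or medium: HEPES 25 mM pH 7.5, NaCl 150 mM, MgCl2, DTT | Schedule: GTP hydrolysis reaction 2 h at 25 °C | Signal: FP of antibody-bound GDP Alexa 633 tracer, ex 620/em 688 nm | Measure: Percent inhibition of Arfgap1-stimulated GTP hydrolysis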
GAA850 FXN act: increases GAA850 frataxin promoter reporter activity; hit rate 0.56% among 360,000; HEK293 lucGAA850 FXN promoter luciferase reporter, 24 h; percent of 10 µM SAHA response; activation, % at 6 µM;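 active = activation above the average of all compounds screened plus 3 SD, cutoff fixed separately per campaign, cut at about 7.5% in these data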;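 also: 0% = DMSO wells and 100% = 10 µM SAHA wells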
KLK7 zymogen act: proKLK7 (human) activation, primary screen; P49862; activation, % at 7 µM; hit rate 0.9% among 370,000; purified proKLK7, EDANS-DABCYL substrate fluorescence; 100% is mature enzyme control, 0% vehicle;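 active = activation above the mean of all tested compounds plus 3 SD, computed per campaign excluding outliers beyond control limits, cut at about 13% in these data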
Target sequence (P49862 whole entry, looked up): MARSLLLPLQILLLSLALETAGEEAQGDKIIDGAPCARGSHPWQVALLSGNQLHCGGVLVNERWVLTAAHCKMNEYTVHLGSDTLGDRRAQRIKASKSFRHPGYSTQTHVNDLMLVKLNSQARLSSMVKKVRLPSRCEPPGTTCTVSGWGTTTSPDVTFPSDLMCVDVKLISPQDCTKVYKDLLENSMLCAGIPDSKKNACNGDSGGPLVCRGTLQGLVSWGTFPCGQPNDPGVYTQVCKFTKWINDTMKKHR
ADAM10 inh: ADAM10 inhibition, QFRET primary screen. O14672. hit rate 0.62% among 370,000. recombinant ADAM10, EDANS/DABCYL FRET peptide cleavage, 3 h. inhibition, % at 7 µM;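 active = inhibition above a per-campaign cutoff equal to the mean of compounds falling between control-based bounds plus 3 SD, cut at about 20% in these data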;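 also: 0% = DMSO wells while the 100% control is not disclosed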
DDE Tn6 FP inh: DD(E)-Tn6 binding inhibition, primary FP screen; hit rate 0.21% among 370,000; Fibrin DD(E) TRITC-Tn6 fluorescence polarization displacement; inhibition, % at 8.3 µM; P02675;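 active = inhibition above a per-campaign cutoff: mean of compounds within control limits plus 3 SD, cut at about 15% in these data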;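 also: 0% = median of all compound wells on the plate and 100% = blocking peptide control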
NPR2 activator: GC-B (human) receptor activation. AID 1920062. hit rate 0.11% among 370,000. activation, % at 10 µM. HEK293-GC-B cells, CNP EC30, cGMP TR-FRET; 0% at EC30 CNP, 100% saturating CNP. P20594;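 active = activation at 10 µM reaching about 35% in either raw or pattern-adjusted values, limit read from the data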
GC-A act: GC-A (human) enzyme activation; HEK293 GC-A cells, cGMP TR-FRET, EC30 ANP; 0% at EC30 ANP, 100% saturating ANP; activation, % at 10 µM; hit rate 0.14% among 370,000; AID 1671463; in the data active = activation above about 40%
ASAP1 GAP inh: blocks human ASAP1-stimulated Arf1 GTP hydrolysis; inhibition, % at 16.5 µM; GDP FP detection; hit rate 0.19% among 360,000; in the data active = inhibition above about 25%;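 also: 0% = vehicle with enzyme and substrate and 100% = no enzyme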
Target sequence (Q9ULH1 325-724 limits assumed): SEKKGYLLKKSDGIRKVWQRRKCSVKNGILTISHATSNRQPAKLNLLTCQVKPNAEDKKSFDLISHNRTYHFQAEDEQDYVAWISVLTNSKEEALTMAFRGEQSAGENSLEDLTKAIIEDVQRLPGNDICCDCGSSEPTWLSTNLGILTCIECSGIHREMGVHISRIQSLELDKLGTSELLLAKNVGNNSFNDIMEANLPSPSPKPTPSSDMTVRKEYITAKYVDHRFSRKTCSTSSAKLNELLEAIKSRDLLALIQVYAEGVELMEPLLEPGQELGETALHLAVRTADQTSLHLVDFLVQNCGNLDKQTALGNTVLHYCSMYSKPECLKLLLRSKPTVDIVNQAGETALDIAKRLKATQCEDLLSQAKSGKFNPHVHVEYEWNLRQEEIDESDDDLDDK
* = called active by the depositor.

SMILES	rCAG binder	HGIII-sPLA2 inh	ARFGAP1 inhibitor	GAA850 FXN act	KLK7 zymogen act	ADAM10 inh	DDE Tn6 FP inh	NPR2 activator	GC-A act	ASAP1 GAP inh
Cc1cc(Cl)ccc1OC(C)C(=O)NCCc1ccc2c(c1)OCCO2 (stereo not drawn)	-6	1	7	-1.2	0.2	-3	-6	3	-4	-6
CCOc1ccc(Cl)cc1-c1cc(C(=O)NCCOC)[nH]n1	3	-1	-2	0.6	0.1	0	-5	5	5	-4
COc1cccc(/C=C2\SC(N3CCC(C)CC3)=NC2=O)c1OC	-2	4	15	0.3	2.3	-10	-10	-2	3	-2
Nc1c(Sc2ccccc2)c(=O)[nH]c(=O)n1Cc1ccccc1	-2	10	-5	-1.4	0.0	-7	-3	-1	-2	-1
Cc1cc(C(=O)OCC(=O)NC2CCCC(C)C2C)c(C)o1 (stereo not drawn)	0	6	0	0.1	-0.7	-10	-10	1	2	-15
Cc1nc(C(=O)Nc2ccc(F)cc2)nn1-c1ccc([N+](=O)[O-])cc1	-3	7	-4	-2.3	0.2	1	-2	-2	-2	-2
C=CCn1c(SCC(=O)Nc2ccc3c(c2)OCCO3)nnc1-c1ccccn1	-6	-3	-8	-2.2	-0.2	0	-5	-1	-1	-16
CCC(c1nnnn1Cc1ccco1)N(CCc1ccccc1)Cc1cc2cc(C)ccc2[nH]c1=O (stereo not drawn)	21	0	-4	4.0	2.2	-66	-4	-2	-4	6
CCOc1ccc(NS(=O)(=O)c2ccc3c(c2)n(C)c(=O)n3C)cc1	-1	8	2	-0.6	-0.5	-2	0	-3	6	0
CC1(NC(=O)Cc2ccc(S(=O)(=O)N3CCOCC3)s2)CCS(=O)(=O)C1 (stereo not drawn)	3	-1	1	1.1	0.1	-5	6	-7	5	-8
CCN(CC)S(=O)(=O)c1ccc(Cl)c(NC(=O)COC(=O)C2CCCCC2)c1	-2	-11	5	0.7	-0.1	-3	-4	1	-1	4
CCCCN(C)CCNC(=O)C1CCN(S(=O)(=O)c2cccc3nsnc23)CC1	-1	4	-13	1.4	0.2	8	10	3	2	-7
CNS(=O)(=O)c1cccc(C(=O)OCC(=O)Nc2ccc(OC)cc2[N+](=O)[O-])c1	2	2	1	0.3	-0.3	-2	1	0	2	2
Clc1ccc2c(c1)C(C1=NCCN1)c1ccccc1CS2 (stereo not drawn)	3	15	5	-6.6	-0.1	-7	-5	-18	-34	-6
COc1ccc(CCNS(=O)(=O)c2ccc(Cl)cc2)cc1OC	-3	3	4	-0.5	0.5	-5	-1	-1	5	-3
Cc1cc(Nc2ccc(Br)cc2)nc2ccccc12	10	-1	13	4.9	0.6	-27	2	-8	3	0
O=C(c1ccc(CS(=O)(=O)Cc2ccccc2)cc1)N1CCCCC1	-6	6	-9	1.7	0.4	-7	-1	2	2	-12
CCNC(=S)Nc1cc(C)ccn1	-4	11	0	4.5	0.7	1	5	7	2	-12
CCCNc1nc2c(c(=O)n(C)c(=O)n2C)n1Cc1ccc(F)cc1	0	1	-7	-2.6	0.1	3	9	41*	33	-4
O=C(NNS(=O)(=O)c1ccc2ccccc2c1)c1cccnc1	3	-3	-9	-4.7	-0.1	1	-3	12	-1	-12

Some of these compounds in order of count of non-hydrogen atoms, falling.
SMILES	rCAG binder	HGIII-sPLA2 inh	ARFGAP1 inhibitor	GAA850 FXN act	KLK7 zymogen act	ADAM10 inh	DDE Tn6 FP inh	NPR2 activator	GC-A act	ASAP1 GAP inh
CCN(CC)S(=O)(=O)c1ccc(Cl)c(NC(=O)COC(=O)C2CCCCC2)c1	-2	-11	5	0.7	-0.1	-3	-4	1	-1	4
Cc1cc(Cl)ccc1OC(C)C(=O)NCCc1ccc2c(c1)OCCO2 (stereo not drawn)	-6	1	7	-1.2	0.2	-3	-6	3	-4	-6
CCCNc1nc2c(c(=O)n(C)c(=O)n2C)n1Cc1ccc(F)cc1	0	1	-7	-2.6	0.1	3	9	41*	33	-4

The listing continues.
SMILES	rCAG binder	HGIII-sPLA2 inh	ARFGAP1 inhibitor	GAA850 FXN act	KLK7 zymogen act	ADAM10 inh	DDE Tn6 FP inh	NPR2 activator	GC-A act	ASAP1 GAP inh
CCOC(=O)c1sc(=NC(=O)c2ccccc2Br)n(C)c1C	-3	1	5	11*	0.2	10	-1	-9	21	-18
Cc1nn(C)cc1C(C)NC(=O)c1cc(COc2ccc(F)c(F)c2)on1 (stereo not drawn)	-3	1	1	-0.6	0.1	3	-2	6	4	-8
C=CCn1c(SCc2nc3ccccc3c(=O)[nH]2)nc2scc(C3CC3)c2c1=O	2	12	7	1.4	1.9	-6	-2	-5	4	3
Cc1nc2nc(CC(=O)O)[nH]n2c(=O)c1[N+](=O)[O-]	-3	6	15	-0.4	0.1	4	-6	10	3	8
Cc1cc(C(=O)Nc2cccc([N+](=O)[O-])c2C)cs1	-1	7	6	0.6	-0.3	-3	-9	3	0	1
Cc1ccc2c(C)c(C(=O)N3CCC(C(N)=O)(N4CCCCC4)CC3)oc2c1C	-2	-12	-3	-0.4	-0.1	3	-1	1	1	-5
Cc1ccc(C(=O)NCCNC(=O)c2ccc(C)o2)o1	-4	10	3	1.7	-0.1	-8	10	4	2	8
COc1ccccc1CCNC(=O)c1cnn2c(C(F)F)cc(C)nc12	0	12	4	1.3	0.3	-26	5	6	-1	-11
COc1ccccc1N1CCN(C(=O)CCc2c[nH]c3ccccc23)CC1	-4	-28	-6	-0.4	-0.1	-5	-1	-5	-13	10
COc1ccc(S(=O)(=O)N2CCOCC2)cc1NC(=O)Cc1ccsc1	5	6	-7	-1.0	0.2	-5	-6	-1	1	5
Cc1cc(NC(=O)CCCn2ccc([N+](=O)[O-])n2)n(Cc2ccc(F)cc2)n1	-2	-5	1	0.1	0.2	0	-4	-5	-1	-14
COc1cccc(OCCn2cc(C=O)c3ccccc32)c1	-1	-14	5	4.3	0.0	2	0	-7	-1	4
COc1ccc(-c2ccc3oc(-c4ccc(OC)cc4)c(C#CCCO)c3c2)cc1	13	-1	19	-3.6	-7.0	-32	-3	6	-3	16
C[C@H](NC(=O)N1CCn2c1nc1ccccc12)C(=O)NCCc1ccccc1	-5	1	0	0.2	-0.1	-2	7	-2	0	9
CCC1(c2ccc(F)cc2)NC(=O)N(CC(=O)N2CCc3ccccc3C2)C1=O (stereo not drawn)	-4	4	-1	0.8	-0.3	0	4	0	3	10
C=CCN(C(=O)CCC(=O)O)C1CC(=O)N(c2ccc(OCCC)cc2)C1=O (stereo not drawn)	3	4	-5	1.7	-0.3	5	0	5	4	-5
Cc1c(C(=O)O)oc2c1/C(=N\O)CCC2	0	0	6	2.2	0.5	-1	-2	2	1	-4
O=C(Nc1ccc(Cl)cc1)c1cccc(N2C(=O)C3C4CCC(C4)C3C2=O)c1 (stereo not drawn)	-1	-9	0	1.0	-0.4	-3	-3	-1	3	7
CSc1c(CC(=O)Nc2ccc(F)cc2)n(Cc2ccccc2)c2ccccc12	1	-2	-5	0.1	0.0	5	2	-2	-7	6
Cc1cc(C)c(S(=O)(=O)/N=C2\C=C(Nc3ccc(C(=O)O)cc3)C(=O)c3ccccc32)c(C)c1	85*	-13	-1	-3.7	-0.5	4	0	-6	-9	21
Cc1ccc(S(=O)(=O)Nc2ncc(C(F)(F)F)cc2Cl)cc1	11	-7	-4	-0.3	0.9	-1	3	2	0	-8
COc1ccccc1N1CCN(S(=O)(=O)c2ccc(-c3ccc(=O)[nH]n3)o2)CC1	1	-13	-1	0.1	0.7	1	12	-7	-3	6
Cc1c(C(=O)NCc2ccc3c(c2)OCO3)sc(=O)n1Cc1ccc(S(=O)(=O)N(C)C)cc1	2	-5	-9	-1.8	-0.2	-1	-8	-6	2	-1
O=C(Nc1c(C(=O)C2CC2)oc2ccccc12)c1ccc(Cl)cc1	1	17	-3	0.5	-0.5	-6	-3	0	-4	6
CC(C)(C)NC(=O)CN1C(=O)c2cccc3cccc1c23	1	0	-3	0.7	11	-62	7	0	2	3
Cc1cc(NC(=O)/C=C/c2ccc(Cl)cc2)no1	1	5	-1	4.4	-0.8	2	1	0	0	1
O=C(CCCOc1ccc(Cl)cc1Cl)N/N=C\C1CCCCC1	-2	8	-1	-0.6	-0.5	-7	-6	3	7	4
CC1(C)Cc2nc3sc(C(=O)NCCO)c(N)c3cc2CO1	0	2	2	2.1	-1.0	-4	4	8	5	-17
CCOC(=O)c1c(C)c(C(=O)NC(C)COC)c(C)n1C (stereo not drawn)	-2	6	6	-0.2	0.5	-2	11	1	3	-4
O=C(COC(=O)c1ccc(-c2ccccc2)cc1)Nc1ccccc1-c1ccccc1	2	-1	2	4.4	0.2	2	-1	-5	-2	0
CCCCCc1ccc(S(=O)(=O)Nc2cc(C)ccn2)cc1	1	10	-9	1.0	-0.3	-11	2	5	-1	-17
Cc1cccc(N2CN=c3s/c(=C\c4ccccn4)c(=O)n3C2)c1	0	-1	-5	-1.1	0.8	-4	2	0	-4	2
Cc1cc2n(n1)SC(Nc1cccc3ccccc13)N2 (stereo not drawn)	5	11	-4	3.7	-0.3	-55	2	0	5	9
CC1=C(C(N)=O)C(c2cccs2)NC(=O)N1 (stereo not drawn)	-1	5	-7	-1.1	-0.4	-10	0	-1	3	8
O=C(Nc1ccc(F)cc1)c1ccc(CN2CCc3ccccc3C2)cc1	-6	4	14	-1.8	0.1	-2	3	3	5	-6
c1c2c(cc3sc(N4CCOCC4)nc13)OCCO2	0	-1	-1	-7.5	-0.6	-1	-9	-4	-4	-7
CCOC(=O)C(=O)N1CCC(Cc2ccccc2)CC1	-3	5	13	3.2	0.1	8	-7	3	1	0
COc1ccc(-c2nnc(SC)n2C)cc1	-2	5	9	-0.5	0.3	-4	1	-1	5	5
O=C(CN1C(=O)C2CCCCC2C1=O)Nc1nc(-c2ccc(F)cc2)cs1 (stereo not drawn)	1	-54	5	-1.4	-0.3	7	-1	3	39	11
Cc1ccc(S(=O)(=O)N2CCCC(C)C2)cc1 (stereo not drawn)	-5	4	3	0.1	-0.2	3	-6	1	4	20
CCCCNCC1C(Oc2ccc(Cl)cc2)C(=O)N1c1ccccc1C (stereo not drawn)	-8	-14	4	-5.2	0.0	5	-2	-7	-6	0
COc1ccccc1NC(=O)N(CCN1CCCC1)Cc1cc2cc(C)ccc2[nH]c1=O	-2	-8	-2	-0.6	-0.6	-19	2	2	-1	8
COC(=O)C1=C(N)OC2=C(C(=O)CC(C)(C)C2)C1c1cccs1 (stereo not drawn)	-2	-2	-1	-0.8	0.1	-6	-9	0	5	2
CCn1cc(/C=C(\NC(=O)c2ccc(OC)c(OC)c2)C(=O)NCCN2CCOCC2)c2ccccc21	-2	0	-13	1.8	1.0	-5	7	-1	2	6
NS(=O)(=O)c1ccc(CNC(=O)c2cnccn2)cc1	0	0	-5	2.3	0.6	5	5	7	1	-7
CCOC(=O)c1c(C)[nH]c(C(=O)N/N=C/c2ccc(OC)c(OC)c2)c1C	-3	0	7	-4.3	-1.4	2	-4	6	1	-3
CSCCC(NC(=O)c1ccccc1Br)C(=O)N1CCN(C/C=C/c2ccccc2)CC1 (stereo not drawn)	1	-5	-1	-2.2	-0.6	-4	9	0	1	-2
COc1cccc(C(=O)NNC(=O)C(=O)Nc2ccc(C)c(Cl)c2)c1	17	8	1	0.0	-0.2	65*	-10	1	-6	5
